HKDC1 inhibitor – HKDC1 hexokinase inhibitors, primary screen, biochemical, fluorescence, uHTS; Q2TB90; recombinant HKDC1, G6PDH/diaphorase resazurin coupled fluorescence; inhibition, % at 20 µM; 340,000 compounds, 0.16% hits; AID 493160, 2011;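 active means inhibition above about 35% when tested at 20 µM, limit read from the data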;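 further: plate controls were DMSO wells with enzyme for no effect and DMSO wells lacking enzyme for full effect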
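Test system: HK5 enzyme. Quantity: 5 µg/mL HK5 final. Reagent: glucose and ATP substrates. Schedule: 90 min reaction incubation at room temperature, dark. Technique: resazurin-to-resorufin fluorescence via G6PDH and diaphorase coupling, 525/613 nm. Control set: DMSO wells with and without enzyme mix.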
beta cell repl – inducers of MIN6 beta-cell proliferation, primary screen, ATP luminescence, uHTS; MIN6 cells proliferation, ATPlite luminescence, 48 h; cells starved in 0.2% serum; 100% = growth in 10% serum; proliferation, % at 10 µM; 330,000 compounds, 0.29% hits; AID 2380, 2010;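 active means compounds whose signal lies at least 3.5 SD above the mean of all wells on their plate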;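 further: 0% = DMSO-treated cells in low-serum medium and 100% = 10% serum control; some compounds called inactive have numbers as strong as hits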
SENP7 inh – SENP7 protease inhibitors, primary screen, biochemical, luminescence, uHTS; recombinant SENP7, Z-RLRGG-aminoluciferin luminescence, 40 min; 330,000 compounds, 1.5% hits; Sentrin-specific protease 7 (Homo sapiens), Q9BQF6; inhibition, % at 5 µM;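 active means inhibition above about 50% at the single test dose, limit read from the data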;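 further: plate controls were DMSO with enzyme for no effect and no enzyme buffer wells for full effect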
SENP8 block-1 – human SENP8 protease inhibitors, primary screen, biochemical, fluorescence, Nedd8 protein substrate, uHTS; Sentrin-specific protease 8 (Homo sapiens), Q96LD8; recombinant SENP8; inhibition, % at 20 µM; AID 602440, 2012; 360,000 compounds, 0.64% hits; in the data active means inhibition mostly above about 40%, no sharp cut-off; inactive means mostly below about 27%
SENP6 inh – SENP6 protease inhibitors, primary screen, biochemical, luminescence, uHTS; Recombinant SENP6 catalytic domain, aminoluciferin luminescence; inhibition, % at 10 µM; 330,000 compounds, 1.8% hits; AID 2599, 2010;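 active means inhibition above about 50% at the single tested dose, limit read from the data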;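 further: plate controls were DMSO wells with enzyme for no effect and DMSO wells lacking enzyme for full effect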
Target sequence (Q9GZR1 628-1112 limits assumed): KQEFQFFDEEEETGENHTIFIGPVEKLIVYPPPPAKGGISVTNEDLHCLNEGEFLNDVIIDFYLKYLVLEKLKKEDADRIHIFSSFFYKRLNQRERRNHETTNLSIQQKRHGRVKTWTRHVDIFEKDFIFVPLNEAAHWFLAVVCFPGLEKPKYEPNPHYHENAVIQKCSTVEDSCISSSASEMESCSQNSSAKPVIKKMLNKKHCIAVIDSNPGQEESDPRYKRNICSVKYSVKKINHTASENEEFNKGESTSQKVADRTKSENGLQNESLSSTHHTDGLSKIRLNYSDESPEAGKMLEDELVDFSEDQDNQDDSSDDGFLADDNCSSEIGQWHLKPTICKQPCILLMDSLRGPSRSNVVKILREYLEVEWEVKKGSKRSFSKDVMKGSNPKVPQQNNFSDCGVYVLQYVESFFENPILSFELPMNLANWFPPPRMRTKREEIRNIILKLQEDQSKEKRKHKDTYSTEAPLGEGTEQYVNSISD
SENP8 block-2 – SENP8 protease inhibitors, primary screen, biochemical, luminescence. Sentrin-specific protease 8 (Homo sapiens), Q96LD8. purified SENP8, Z-RLRGG-aminoluciferin cleavage. inhibition, % at 10 µM. 330,000 compounds, 1.2% hits. AID 2540, 2010; in the data active means inhibition above about 50%
PfG6PD inh – PfG6PD enzyme inhibitors, primary screen, biochemical, fluorescence intensity, uHTS | inhibition, % at 20 µM | AID 504690, 2011 | glucose-6-phosphate dehydrogenase-6-phosphogluconolactonase (Plasmodium falciparum 3D7) | 350,000 compounds, 0.78% hits | PfGluPho enzyme, NADPH resazurin-diaphorase fluorescence;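 active means inhibition reaching at least a set limit at 20 µM in the primary screen, cut at about 59% in these data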;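 further: 0% = DMSO wells with substrate and 100% = DMSO wells lacking glucose-6-phosphate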
SENP1 inh – human SENP1 catalytic domain inhibitors, primary screen, biochemical, FRET, uHTS. Sentrin-specific protease 1 (Homo sapiens), Q9P0U3. recombinant SENP1 catalytic domain, CyPet-SUMO1-YPet FRET cleavage. inhibition, % at 10 µM. 360,000 compounds, 0.21% hits. AID 624204, 2012;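 active means inhibition at least 30% at 10 µM, raw YFP signal under a set limit, fluorescence ratio 0.5 to 1.5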;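 further: 0% = enzyme with DMSO and 100% = no enzyme wells; some results filed as inactive read as strong as hits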
Target sequence (Q9P0U3 419-644 limits assumed): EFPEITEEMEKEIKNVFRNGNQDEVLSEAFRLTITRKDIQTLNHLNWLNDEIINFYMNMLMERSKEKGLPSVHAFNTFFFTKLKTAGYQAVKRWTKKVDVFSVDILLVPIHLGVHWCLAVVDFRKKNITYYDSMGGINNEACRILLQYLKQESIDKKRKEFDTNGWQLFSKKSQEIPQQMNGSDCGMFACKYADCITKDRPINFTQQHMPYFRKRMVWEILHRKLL
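Material – human SENP1 catalytic domain · Input – SENP1 enzyme, 20 pM final · Compound dosing – single concentration of 10 µM compound, 0.5% DMSO final · Timing – enzyme reaction for 50 min at room temperature, dark · Measured by – FRET fluorescence in CFP and YFP emission channels · Control set – no-enzyme wells low, DMSO-plus-enzyme wells high control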
UBC13 inh – UBC13 polyubiquitin chain formation inhibitors, primary screen, biochemical, TR-FRET, uHTS; Ubiquitin-conjugating enzyme E2 N (Homo sapiens), P61088; inhibition, % at 20 µM; 330,000 compounds, 0.47% hits; in the data active means inhibition above about 45%, passing the limit was not always enough
Target sequence (P61088 whole entry, looked up): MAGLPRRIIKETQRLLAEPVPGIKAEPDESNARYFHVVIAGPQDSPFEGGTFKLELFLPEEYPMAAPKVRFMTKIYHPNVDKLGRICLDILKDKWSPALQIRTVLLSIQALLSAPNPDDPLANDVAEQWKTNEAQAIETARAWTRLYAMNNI
Numbers without * were called inactive; / = not tested or not shown.

1. Cc1nc2c(cnn2-c2ccc(Cl)cc2)c(=O)n1-c1ccc(N2CCC(C)CC2)cc1
2. COCc1ccc(C(=O)N2CCCC(CNC(=O)c3ccc(F)cc3)C2)o1 (stereo not given)
3. COc1cccc2c1CCC(NC(C)=O)C2=O (stereo not given)
4. CCc1cc(=O)oc2c(C)c(OCC(=O)NCc3ccccn3)ccc12
5. O=C(CN(C(=O)CNS(=O)(=O)c1ccccc1)C1CCCC1)NCC1CCCO1 (stereo not given)
6. N#Cc1c(-c2ccccc2)ccnc1N1CCOCC1
7. CN(CCOc1ccc(Br)cc1)C(=O)CNC(=O)c1ccc2ccccc2c1
8. O=[N+]([O-])c1ccc(N2CCN(S(=O)(=O)c3ccc(Cl)c(Cl)c3)CC2)cc1NCCN1CCOCC1
9. OC(c1ccccc1)c1ccncc1 (stereo not given)
10. c1csc(CNc2nc3ccccc3n2CCN2CCOCC2)c1

| Screen / compound no. | 1 | 2 | 3 | 4 | 5 | 6 | 7 | 8 | 9 | 10 |
| --- | --- | --- | --- | --- | --- | --- | --- | --- | --- | --- |
| HKDC1 inhibitor | / | 0.8 | 6.0 | -2.4 | -5.2 | 5.9 | 10.6 | 1.7 | -3.4 | -2.7 |
| SENP8 block-1 | / | 10.1 | -18.3 | -38.9 | 27.8 | -354.7 | 6.2 | 21.3 | 4.2 | 8.9 |
| SENP7 inh | 8.6 | 18.6 | 3.0 | 4.2 | -2.3 | 2.8 | 7.7 | 6.4 | -9.1 | 13.6 |
| beta cell repl | 0.8 | -2.7 | -1.5 | 6.6 | 0.5 | -2.8 | -1.5 | -1.3 | -0.6 | -4.4 |
| SENP6 inh | 6.9 | -8.3 | -18.2 | 5.0 | -3.3 | 14.3 | -23.0 | -15.6 | -1.1 | -15.6 |
| SENP8 block-2 | -6.8 | -5.4 | -4.1 | 0.0 | 2.4 | 3.9 | -2.0 | -8.1 | -3.3 | 5.9 |
| SENP1 inh | / | 1.9 | -0.4 | -0.8 | 1.5 | -1.4 | 4.3 | 3.2 | 0.9 | 0.5 |
| PfG6PD inh | / | -5.2 | 4.5 | -11.7 | -6.6 | -10.3 | -9.2 | -6.1 | -10.1 | 9.3 |
| UBC13 inh | 21.9 | -6.2 | 4.1 | 13.5 | 7.5 | 15.0 | 3.7 | -17.8 | -7.7 | 1.2 |

Among those listed so far, three contain sulfur.
5. O=C(CN(C(=O)CNS(=O)(=O)c1ccccc1)C1CCCC1)NCC1CCCO1 (stereo not given)
8. O=[N+]([O-])c1ccc(N2CCN(S(=O)(=O)c3ccc(Cl)c(Cl)c3)CC2)cc1NCCN1CCOCC1
10. c1csc(CNc2nc3ccccc3n2CCN2CCOCC2)c1

| Screen / compound no. | 5 | 8 | 10 |
| --- | --- | --- | --- |
| HKDC1 inhibitor | -5.2 | 1.7 | -2.7 |
| SENP8 block-1 | 27.8 | 21.3 | 8.9 |
| SENP7 inh | -2.3 | 6.4 | 13.6 |
| beta cell repl | 0.5 | -1.3 | -4.4 |
| SENP6 inh | -3.3 | -15.6 | -15.6 |
| SENP8 block-2 | 2.4 | -8.1 | 5.9 |
| SENP1 inh | 1.5 | 3.2 | 0.5 |
| PfG6PD inh | -6.6 | -6.1 | 9.3 |
| UBC13 inh | 7.5 | -17.8 | 1.2 |

Returning to the listing, starting 4 compounds before the break.
7. CN(CCOc1ccc(Br)cc1)C(=O)CNC(=O)c1ccc2ccccc2c1
8. O=[N+]([O-])c1ccc(N2CCN(S(=O)(=O)c3ccc(Cl)c(Cl)c3)CC2)cc1NCCN1CCOCC1
9. OC(c1ccccc1)c1ccncc1 (stereo not given)
10. c1csc(CNc2nc3ccccc3n2CCN2CCOCC2)c1
11. COc1ccc(CNC(=O)CCc2cc(OC)c(OC)c(OC)c2)cc1
12. O=[N+]([O-])c1ccc(N=NN(CCO)CCO)cc1
13. CC(=O)NC(Cc1ccc(F)cc1)C(=O)NC1CCN(c2ncccc2[N+](=O)[O-])CC1 (stereo not given)
14. CCOC(=O)c1c(S(=O)(=O)NCC(=O)Nc2cccc(F)c2)c(C)n(C)c1C
15. NS(=O)(=O)c1cccc(NC(=O)COC(=O)CN2C(=O)c3ccccc3C2=O)c1
16. O=C(COC(=O)c1cccc([N+](=O)[O-])c1)Nc1ncc(Br)s1
17. Cc1onc(-c2ccccc2)c1C(=O)N1CCN(S(=O)(=O)c2ccc(Cl)cc2)CC1
18. CC(Sc1nnc(-c2ccco2)o1)C(=O)Nc1ccc(OC(F)F)cc1 (stereo not given)
19. CCCCN1C(=O)C(NC(=O)C2CC2)(C(F)(F)F)C2=C1CC(C)(C)CC2=O (stereo not given)
20. S=C1NC(c2ccccc2)=NCN1c1ccc(Br)cc1

| Screen / compound no. | 7 | 8 | 9 | 10 | 11 | 12 | 13 | 14 | 15 | 16 | 17 | 18 | 19 | 20 |
| --- | --- | --- | --- | --- | --- | --- | --- | --- | --- | --- | --- | --- | --- | --- |
| HKDC1 inhibitor | 10.6 | 1.7 | -3.4 | -2.7 | 0.2 | 7.9 | -3.9 | -3.7 | -4.7 | -2.4 | -2.1 | -3.9 | -2.1 | -13.2 |
| SENP8 block-1 | 6.2 | 21.3 | 4.2 | 8.9 | 14.6 | 17.3 | 13.3 | -40.4 | 15.1 | -2.7 | 1.7 | 2.4 | 12.6 | 9.2 |
| SENP7 inh | 7.7 | 6.4 | -9.1 | 13.6 | -6.5 | -1.3 | -4.8 | -17.1 | -4.1 | 6.8 | 3.0 | -5.9 | -1.7 | -10.2 |
| beta cell repl | -1.5 | -1.3 | -0.6 | -4.4 | 0.8 | -0.4 | 0.8 | 2.9 | -1.8 | -1.8 | -0.7 | -0.7 | -2.1 | 0.9 |
| SENP6 inh | -23.0 | -15.6 | -1.1 | -15.6 | 10.1 | -23.0 | 4.3 | -20.7 | 13.4 | 7.7 | -5.4 | -6.6 | -11.1 | -10.3 |
| SENP8 block-2 | -2.0 | -8.1 | -3.3 | 5.9 | 0.7 | 8.8 | 1.4 | -12.1 | 4.7 | -0.4 | -2.4 | -10.1 | 0.2 | -0.8 |
| SENP1 inh | 4.3 | 3.2 | 0.9 | 0.5 | 3.7 | 3.0 | -2.5 | 0.8 | 4.4 | 0.8 | -1.6 | -1.0 | -0.3 | -1.2 |
| PfG6PD inh | -9.2 | -6.1 | -10.1 | 9.3 | 0.1 | -14.1 | 1.4 | -18.1 | -1.9 | -10.3 | 3.6 | -1.2 | -11.1 | -1.2 |
| UBC13 inh | 3.7 | -17.8 | -7.7 | 1.2 | 2.3 | -1.0 | -13.2 | -5.7 | -6.8 | 8.3 | -1.8 | -10.4 | 4.5 | -1.2 |

21. CC(=O)C1=C(C)Nc2ncnn2C1c1ccc(Cl)cc1Cl (stereo not given)
22. COC(=O)c1ccccc1NC(=O)CSc1nnc(-c2ccoc2C)n1C
23. O=C(Nc1cccc(Cl)c1)c1cccnn1
24. Cc1nnc(SC(C)C(=O)Nc2ccc(S(=O)(=O)N3CCCCC3)cc2)s1 (stereo not given)
25. CC(=O)N(c1ccccc1)c1nnc(-c2cnc(C)cn2)s1
26. O=c1[nH]nc(SCCS(=O)(=O)c2ccc(F)cc2)n1-c1ccccc1
27. CCC(=O)c1cn([C@@H](CCC(OC)OC)CC(=O)OC(C)(C)C)cc1CC
28. O=Cc1c[nH]c2ncccc12

| Screen / compound no. | 21 | 22 | 23 | 24 | 25 | 26 | 27 | 28 |
| --- | --- | --- | --- | --- | --- | --- | --- | --- |
| HKDC1 inhibitor | 6.0 | -5.1 | 1.2 | -2.3 | -7.6 | -2.6 | -3.7 | -5.1 |
| SENP8 block-1 | 30.6 | 19.0 | 14.3 | 19.9 | -89.6 | 7.9 | 14.2 | 18.5 |
| SENP7 inh | -3.9 | -1.7 | 0.4 | -7.1 | 6.6 | -1.6 | 6.5 | 2.3 |
| beta cell repl | -3.4 | 5.5 | 0.4 | 0.6 | 0.6 | -2.4 | 2.9 | -3.4 |
| SENP6 inh | -17.4 | 2.0 | -9.7 | -1.7 | 14.8 | -1.5 | -7.3 | -2.1 |
| SENP8 block-2 | -0.2 | -7.6 | 4.9 | -9.5 | 2.9 | 0.8 | -2.9 | 0.5 |
| SENP1 inh | 0.5 | 0.9 | 0.4 | -1.9 | -1.2 | 1.7 | 2.7 | 2.1 |
| PfG6PD inh | -4.5 | 4.6 | -4.4 | -12.2 | -8.2 | 14.4 | 5.4 | -1.9 |
| UBC13 inh | -23.0 | -0.9 | 2.0 | 1.4 | 13.7 | 0.4 | 5.3 | -1.0 |

2 entries drawn at random from those above, as already listed:
18. CC(Sc1nnc(-c2ccco2)o1)C(=O)Nc1ccc(OC(F)F)cc1 (stereo not given)
21. CC(=O)C1=C(C)Nc2ncnn2C1c1ccc(Cl)cc1Cl (stereo not given)

| Screen / compound no. | 18 | 21 |
| --- | --- | --- |
| HKDC1 inhibitor | -3.9 | 6.0 |
| SENP8 block-1 | 2.4 | 30.6 |
| SENP7 inh | -5.9 | -3.9 |
| beta cell repl | -0.7 | -3.4 |
| SENP6 inh | -6.6 | -17.4 |
| SENP8 block-2 | -10.1 | -0.2 |
| SENP1 inh | -1.0 | 0.5 |
| PfG6PD inh | -1.2 | -4.5 |
| UBC13 inh | -10.4 | -23.0 |
